TDP1 cell noCPT: qHTS for Inhibitors of human tyrosyl-DNA phosphodiesterase 1 (TDP1): qHTS in cells in absence of CPT; Potency, µM (doses to about 46.2 µM), for the others: at the highest dose activity change, negative = growth inhibition, actives largely listed as inhibitors; DT40 Tdp1-/- hTDP1 cells, no CPT, ATP luminescence, 48 h; 15% of 420,000 active; further: nearly all actives have a fitted effect of over 55% in size
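A cellular qHTS used chicken DT40 cells lacking endogenous Tdp1 but carrying stably transfected human TDP1. Compounds were applied without camptothecin, and cell growth kinetics were judged by ATP-dependent luminescence after ≥48 hr.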
GCN5L2 inh: GCN5L2 (KAT2A) acetyltransferase inhibition | Q92830 | GCN5L2 HAT assay, ThioGlo1 CoA-SH fluorescence | Potency, µM (highest dose often 58.9 µM), for the others: at the top dose activity change, negative = inhibition, actives largely listed as inhibitors | 0.21% of 390,000 active | AID 504327
Target sequence (Q92830 whole entry, looked up): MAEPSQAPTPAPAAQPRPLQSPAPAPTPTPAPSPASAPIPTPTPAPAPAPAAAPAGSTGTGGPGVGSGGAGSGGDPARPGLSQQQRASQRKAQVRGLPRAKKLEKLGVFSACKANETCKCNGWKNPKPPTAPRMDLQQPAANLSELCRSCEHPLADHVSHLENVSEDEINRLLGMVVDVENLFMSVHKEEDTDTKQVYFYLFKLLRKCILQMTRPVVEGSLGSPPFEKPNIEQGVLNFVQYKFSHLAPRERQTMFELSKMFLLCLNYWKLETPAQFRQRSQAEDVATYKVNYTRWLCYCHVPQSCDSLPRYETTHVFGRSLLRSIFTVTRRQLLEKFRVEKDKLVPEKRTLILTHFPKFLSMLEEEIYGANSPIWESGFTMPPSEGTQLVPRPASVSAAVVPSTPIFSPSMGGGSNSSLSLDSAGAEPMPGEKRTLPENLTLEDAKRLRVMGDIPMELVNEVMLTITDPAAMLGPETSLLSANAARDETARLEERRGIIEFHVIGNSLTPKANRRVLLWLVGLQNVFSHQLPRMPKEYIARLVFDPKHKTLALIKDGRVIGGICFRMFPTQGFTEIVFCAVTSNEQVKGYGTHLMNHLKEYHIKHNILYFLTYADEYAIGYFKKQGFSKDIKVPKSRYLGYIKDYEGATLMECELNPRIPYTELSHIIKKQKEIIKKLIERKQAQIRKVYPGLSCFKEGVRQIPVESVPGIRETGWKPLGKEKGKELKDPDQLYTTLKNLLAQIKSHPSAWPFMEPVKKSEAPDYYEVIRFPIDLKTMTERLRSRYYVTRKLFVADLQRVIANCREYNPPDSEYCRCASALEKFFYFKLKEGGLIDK
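Fluorescence readout, Ex340nm/Em540nm: ThioGlo1 (50uM final) reacts with free CoA thiol released as 20nM GCN5L2 acetylates H3(1-25) peptide (75uM) using acetyl-CoA (70uM). Compound and enzyme sat 15 min beforehand; 20 min room-temperature reaction.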
DT40 TDP1 CPT: DT40-hTDP1 cell growth loss with CPT | chicken DT40 Tdp1-/-;hTDP1 cells + 20 nM CPT, ATP luminescence, 48 h | Potency, µM (highest dose often 46.2 µM), without a hit: at the highest dose activity change, negative = growth inhibition, hits mostly inhibitors | 12% of 420,000 active; further: nearly all actives have a fitted effect of over 55% in size
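Cell growth measured by CellTiter-Glo luminescence after a minimum 48 h, 37 C compound exposure with 20 nM CPT in Tdp1-knockout DT40 cells stably expressing hTDP1, seeded 400/well; qHTS titration format.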
* marks the source's active call; other numbers are inactive results; ? = inconclusive; / = no result given; & = joins results of further samples; [ ] = dose if it differs, or a comment. The call rests on the fitted dose curve; in most records, active means well fitted curve in the direction sought with a large enough effect; inconclusive means small, poorly fitted or top-dose-only effect, or another doubt; inactive means no such curve, though single readings can be large; an effect the other way counts as inactive or inconclusive. On the % scale 0 is the no-effect control and ±100 the full control effect; potency means the concentration at half of the fitted maximal effect. Not all compounds are listed (hit frequency here may not be typical).

Every second line gives: TDP1 cell noCPT, GCN5L2 inh, DT40 TDP1 CPT
> O=C(NC(C(=O)c1ccccc1)N1CCCCCC1)c1ccco1 (stereo unspecified)
    21µM*, 30%, 23µM*
> CC(/C=C/C=C/c1ccccc1)=N/NC(=O)c1ccc2c(c1)OCCO2
    -25%, ?, -6%
> CNCCOc1ccccc1OC(C)C
    2%, -4%, -2%
> CC1CCN(CCCNC(=O)C2CCN(S(=O)(=O)N3CCC4(CC3)OCCO4)CC2)CC1
    28%, -6%, -3%
> O=C(CSc1ccccc1C(=O)O)c1ccccc1
    28%, -5%, 3%
> CCN(CC)S(=O)(=O)c1ccc2c(c1)N(CC(=O)Nc1c(C)cccc1C)C(=O)C1CCCN21 (stereo unspecified)
    -20%, 1%, -2%
> CN(C(=O)COC(=O)C1CCN(S(=O)(=O)c2c(Cl)cccc2Cl)CC1)C1CCS(=O)(=O)C1 (stereo unspecified)
    -9%, -21%, -9%
> O=C(NN=C1CCCC1)c1ccccc1O
    -7%, 4%, -19%
> Cn1nnnc1SCC(=O)NCc1cccs1
    -15%, -3%, 0%
> O=C(c1ccccc1)c1ccc(C(=O)O)c(C(=O)O)c1
    10%, /, -4%
> CC[C@H](C)[C@H](NC(N)=O)C(=O)Nc1ccc(S(=O)(=O)NC(C)C)cc1
    7%, 2%, -14%
> CCOC(=O)c1c(NC(=O)COC(=O)CCNS(=O)(=O)c2ccccc2)sc(C(=O)NC)c1C
    ?, /, ?
> CCOc1ccc(CNC(=O)C2Cc3cc(S(=O)(=O)N4CCCCCC4)ccc3N2C(C)=O)cc1 (stereo unspecified)
    ?, 1%, ?
> O=C(Nc1ccccc1)Nc1ccccc1C(=O)NCC1CC1
    -13%, -2%, -13%
> Brc1cc(Cc2nnc(-c3ccccc3)o2)c(Br)s1
    -22%, -5%, -20%
> Cc1cc(S(=O)(=O)N2CCN(Cc3noc(CCC(=O)N4CCCCC4)n3)CC2)ccc1F
    ?, 1%, 16µM*
> COc1ccc(CNC(=O)c2ccc3c(c2)NC(=O)C(C)S3)cc1 (stereo unspecified)
    -21%, -10%, ?
> CCc1ccc(-c2cc3c(=O)n(CC(=O)NCCCN4CCC(Cc5ccccc5)CC4)nc(C)n3n2)cc1
    ?, -14%, ?
> Cn1c(N2CCN(S(=O)(=O)c3ccc(Cl)cc3)CC2)nc2ccccc21
    ?, -1%, ?
> O=C(C[C@@H]1C/C=C\C[C@H](NC(=O)OCC2c3ccccc3-c3ccccc32)C(=O)OC[C@H]2CCCN2C1=O)N[C@@H](CO)Cc1ccccc1
    4.6µM*, -10%, 4.6µM*

3 entries out of the list, ordered by molar mass, smallest number first.
Every second line gives: TDP1 cell noCPT, GCN5L2 inh, DT40 TDP1 CPT
> O=C(Nc1ccccc1)Nc1ccccc1C(=O)NCC1CC1
    -13%, -2%, -13%
> Cn1c(N2CCN(S(=O)(=O)c3ccc(Cl)cc3)CC2)nc2ccccc21
    ?, -1%, ?
> CC1CCN(CCCNC(=O)C2CCN(S(=O)(=O)N3CCC4(CC3)OCCO4)CC2)CC1
    28%, -6%, -3%

Pulled one by one from the entries so far (seven):
Every second line gives: TDP1 cell noCPT, GCN5L2 inh, DT40 TDP1 CPT
> COc1ccc(CNC(=O)c2ccc3c(c2)NC(=O)C(C)S3)cc1 (stereo unspecified)
    -21%, -10%, ?
> O=C(C[C@@H]1C/C=C\C[C@H](NC(=O)OCC2c3ccccc3-c3ccccc32)C(=O)OC[C@H]2CCCN2C1=O)N[C@@H](CO)Cc1ccccc1
    4.6µM*, -10%, 4.6µM*
> CCN(CC)S(=O)(=O)c1ccc2c(c1)N(CC(=O)Nc1c(C)cccc1C)C(=O)C1CCCN21 (stereo unspecified)
    -20%, 1%, -2%
> O=C(CSc1ccccc1C(=O)O)c1ccccc1
    28%, -5%, 3%
> CC1CCN(CCCNC(=O)C2CCN(S(=O)(=O)N3CCC4(CC3)OCCO4)CC2)CC1
    28%, -6%, -3%
> Brc1cc(Cc2nnc(-c3ccccc3)o2)c(Br)s1
    -22%, -5%, -20%
> CCc1ccc(-c2cc3c(=O)n(CC(=O)NCCCN4CCC(Cc5ccccc5)CC4)nc(C)n3n2)cc1
    ?, -14%, ?

(listing goes on)
Every second line gives: TDP1 cell noCPT, GCN5L2 inh, DT40 TDP1 CPT
> O=C(NCCC(c1ccccc1)c1ccccc1)c1cnccn1
    ?, -10%, ?
> CC(C)(C)C(=O)Nc1ccc2nc(SCC(=O)N3CCOCC3)sc2c1
    ?, -9%, -6%
> COC(=O)C1(C)CCc2cc(OC)ccc2C1=O (stereo unspecified)
    -20%, 2%, 1%
> O=C(NCCc1c[nH]c2ccccc12)C1Cc2ccccc2CN1C(=O)c1ccco1 (stereo unspecified)
    ?, 1%, -14%
> CCC(C)(C)NC(=O)CN(C(=O)CNS(=O)(=O)c1ccc(C)cc1)c1ccc2c(c1)OCCO2
    ?, -2%, -18%
> C=CCn1c(O)c(CN2CCN(Cc3ccccc3)CC2)c(C)c(C#N)c1=O
    -16%, 0%, -11%
> COCCNC(=O)CCCn1c(=O)c2cc(OC)c(OC)cc2n(CC(=O)NCCC2=CCCCC2)c1=O
    -1%, -3%, 4%
> CCC1CCC(C(=O)NNC(=O)OC)CC1 (stereo unspecified)
    0%, -2%, -2%
> N#C/C(=C\c1cn(CC(=O)N2CCCCC2)c2ccccc12)C(=O)NCc1ccc2c(c1)OCO2
    1%, -5%, -6%
> O=C(Nc1ccc(NC(=O)c2ccc(Cl)cc2Cl)cc1)c1ccc2c(c1)OCO2
    -11%, -14%, -16%
> Oc1ccc(N=Cc2ccc(OCc3ccccc3)cc2)cc1
    21µM*, 0%, 21µM*
> Cc1cc(/C=C(/C#N)C(=O)O)c(C)n1-c1cccc2ccccc12
    -59%, 1%, ?
> Clc1cccc(N2CCN(c3c4c(nc5nncn35)CCC4)CC2)c1
    7.3µM*, -8%, 18µM*
> COC(=O)CCCNC(=O)c1ccc2[nH]c(C)c(C)c2c1
    1%, 3%, 0%
> Cc1ccc(S(=O)(=O)N2CCN(C(=O)c3cccs3)CC2)cc1C
    ?, -9%, -23%
> CCn1c(=O)c2cc(C(=O)NCCCN3CCC(C)CC3)sc2c2ccccc21
    18µM*, -3%, 23µM*
> COc1cc(Cc2nccc3cc(OC)c(OC)cc23)c(S(=O)(=O)O)cc1OC
    -6%, -3%, -2%
> O=C(OCc1ccccc1)/C(=C/c1ccc(Cl)cc1)NC(=O)c1ccccc1Cl
    ?, -2%, -29%
> COC(=O)c1ccc(S(=O)(=O)NCc2ccc(S(N)(=O)=O)cc2)o1
    16%, -4%, 26%
> CCC(=O)N1CCc2cc(Br)cc(S(=O)(=O)CCC(=O)Nc3cccc(CC)c3)c21
    -15%, -2%, -17%

(listing goes on)
Every second line gives: TDP1 cell noCPT, GCN5L2 inh, DT40 TDP1 CPT
> O=C(CSc1ccc([N+](=O)[O-])cn1)Nc1ccc2c(c1)OCCO2
    -6%, -4%, -25%
> CCCCn1nnc(NC(=O)c2ccc([N+](=O)[O-])cc2Cl)n1
    8%, 9%, -27%
> Cc1c(Cl)cccc1NC(=O)Nc1ccc(C(=O)N2CCCC2)cc1
    ?, -14%, ?
> CCc1sc(NC(C)=O)nc1-c1ccccc1
    ?, 3%, -14%
> Cc1ccc2c(c1)CN(CCC(=O)NCc1cc(C)n(C)n1)CC(C)O2 (stereo unspecified)
    -12%, /, 24%[9.04 µM]
> COCCNC(=O)Cn1nc(-c2ccc(C)cc2)ccc1=O
    -6%, -6%, 3%
> O=c1cc(Cn2ccnc2)c2cc(O)ccc2o1
    25%, 17%, -16%
> O=C1OCC(c2ccccc2)=C1c1ccccc1
    -10%, -3%, -1%
> Cc1oc(-c2ccc(Cl)cc2)nc1CS(=O)CC(=O)NCc1cccs1 (stereo unspecified)
    ?, -8%, -22%
> CCOc1cc(S(=O)(=O)Nc2ncn[nH]2)ccc1Br
    -25%, 0%, -6%
> CN(C(=O)C1CCN(S(=O)(=O)c2ccccc2)CC1)c1c(N)n(Cc2ccccc2)c(=O)[nH]c1=O
    -1%, 5%, -27%
> COc1ccc(Cl)cc1N=Nc1ncc[nH]1
    ?, -5%&-21%, ?
> CC(NC(=O)C(c1ccccc1)c1ccccc1)C(=O)O (stereo unspecified)
    -6%, -7%, 0%
> O=C(NC1CCCC1)c1ccc2nc[nH]c2c1
    -19%, -13%, -12%

Three of these compounds in another layout.
mol | TDP1 cell noCPT | GCN5L2 inh | DT40 TDP1 CPT
COc1ccc(Cl)cc1N=Nc1ncc[nH]1 | ? | -5%&-21% | ?
CC(NC(=O)C(c1ccccc1)c1ccccc1)C(=O)O (stereo unspecified) | -6% | -7% | 0%
O=C(NC1CCCC1)c1ccc2nc[nH]c2c1 | -19% | -13% | -12%

Source: PubChem (National Center for Advancing Translational Sciences (NCATS))
